Bioassay records (PubChem BioAssay)
MEKK3 PB1 HTS: modulators (inhibitors or enhancers) of MEK5 binding to human MEKK3 PB1 domain; bead-based flow cytometry, Alexa488-MEK5 binding to MEKK3; actives lie on both sides; 0 = blocked by unlabeled MEK5, 100 = vehicle; binding response (% of control), % at 10 µM; 1.4% of 290,000 active;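 active = binding response more than 3 SD above or below the average of its plate-row segment, actives on both sides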;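 also: Alexa488 bead fluorescence after subtracting the streptavidin-only scavenger bead signal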
Target sequence (Q99759 whole entry, looked up, the tested form may be a part): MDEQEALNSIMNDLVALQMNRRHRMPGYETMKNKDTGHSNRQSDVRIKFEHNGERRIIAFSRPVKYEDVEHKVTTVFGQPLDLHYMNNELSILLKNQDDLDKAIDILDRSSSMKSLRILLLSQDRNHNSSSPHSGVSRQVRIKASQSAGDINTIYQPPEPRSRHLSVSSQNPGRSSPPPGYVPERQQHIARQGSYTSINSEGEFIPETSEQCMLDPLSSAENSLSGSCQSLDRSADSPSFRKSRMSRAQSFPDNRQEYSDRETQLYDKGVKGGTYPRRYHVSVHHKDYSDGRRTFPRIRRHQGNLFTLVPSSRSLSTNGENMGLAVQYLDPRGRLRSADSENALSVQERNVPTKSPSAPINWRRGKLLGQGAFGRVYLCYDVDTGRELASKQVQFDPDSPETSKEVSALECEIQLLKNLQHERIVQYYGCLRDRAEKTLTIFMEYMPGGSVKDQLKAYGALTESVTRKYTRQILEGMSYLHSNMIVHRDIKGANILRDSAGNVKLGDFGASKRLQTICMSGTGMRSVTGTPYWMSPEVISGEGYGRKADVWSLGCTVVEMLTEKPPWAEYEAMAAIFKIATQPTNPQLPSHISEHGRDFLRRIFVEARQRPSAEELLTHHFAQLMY
SUMO HTRF inh: inhibitors of human SUMOylation (UBC9); P63279; HTRF SUMOylation assay, SAE1/SAE2 + UBC9, in vitro; inhibition, % at 35 µM; 0.36% of 290,000 active; AID 2006; in the data active = inhibition above about 50%, passing the limit was not always enough; also: strong numbers were not always called active
Target sequence (P63279 whole entry, looked up): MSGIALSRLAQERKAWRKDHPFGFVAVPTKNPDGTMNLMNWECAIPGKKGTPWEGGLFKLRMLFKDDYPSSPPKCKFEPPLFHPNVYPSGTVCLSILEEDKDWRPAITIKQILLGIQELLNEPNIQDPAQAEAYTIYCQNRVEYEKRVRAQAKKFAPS
MEKK2 mut-MEK5: signal of MEK5 binding to mutant human MEKK2 PB1 domain; bead flow cytometry, Alexa488-MEK5 binding to MEKK2 mutant; percent response, % at 10 µM; 0.35% of 290,000 active; in the data active = percent response above about 24%, passing the limit was not always enough; also: inactives centre near 1; some results filed as inactive read as strong as hits; reference of the scale not given here
CRFBP-R2 block: CRF-BP/CRF-R2 complex antagonism | HEK293 CRF-R2/CRF-BP, CRF-induced calcium fluorescence | inhibition, % at 11.8 µM | 0.59% of 350,000 active;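 active = inhibition of the ligand-induced calcium signal above about 50% at the single tested concentration, limit read from the data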
GalR3 antagonist: blocks the human galanin receptor 3 | HEK293 GalR3-CNG cAMP membrane potential fluorescence; galR3 body fused to GalR1 C-terminus | inhibition, % at 3 µM | 0.44% of 360,000 active | AID 651719;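 active = inhibition above the screen-wide average plus 3 SD, cut at about 13% in these data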;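 also: forskolin and galanin both at EC90 stimulate the cells; cAMP rise reported by CNG channel membrane potential dye signal; 0% = forskolin plus galanin with DMSO and 100% = forskolin alone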
Target sequence (O60755 1-299 limits assumed): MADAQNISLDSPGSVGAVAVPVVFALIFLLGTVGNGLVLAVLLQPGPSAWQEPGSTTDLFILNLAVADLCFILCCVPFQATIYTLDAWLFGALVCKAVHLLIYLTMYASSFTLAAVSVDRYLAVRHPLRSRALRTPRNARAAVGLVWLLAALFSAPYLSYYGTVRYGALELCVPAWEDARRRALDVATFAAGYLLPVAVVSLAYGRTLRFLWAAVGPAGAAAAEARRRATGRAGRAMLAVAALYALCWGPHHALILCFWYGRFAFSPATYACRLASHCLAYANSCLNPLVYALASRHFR
NS3 helicase inh: HCV NS3 helicase inhibition; inhibition, % at 10.9 µM; NS3 helicase DNA unwinding, Cy5 molecular beacon fluorescence; 0.56% of 290,000 active;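 active = inhibition above the mean of all tested compounds plus 3 SD, set per campaign, cut at about 35% in these data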;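 also: 0% = DMSO wells and 100% = thioflavine S control wells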
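Test system: hepatitis C virus NS3 helicase domain fragment enzyme. Also added: annealed dual-labelled DNA beacon duplex, ATP-started. Timing: 60 min unwinding reaction at 25 °C after ATP addition. Technique: Cy5 fluorescence. Measure: % inhibition of unwinding.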
MEKK2 WT-MEK5: raises or lowers MEK5 binding to wildtype human MEKK2 PB1 domain. Q9Y2U5. binding response (% of control), % at 10 µM. 1.1% of 290,000 active. bead flow cytometry, Alexa488-MEK5 binding to MEKK2 WT; actives lie on both sides; in the data active = binding response below about 67% or above about 130%
FID counter: counter-screen for HCV NS3 helicase inhibitors: DNA intercalator displacement. 0.17% of 290,000 active. inhibition, % at 7.9 µM. DNA fluorescent intercalator displacement, fluorescence; in the data active = inhibition above about 37%;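 also: 0% = vehicle and 100% = reference compound; higher means more ethidium bromide displaced from hairpin DNA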
CRFBP-R2 agonist: agonists of human CRF-binding protein/CRF-R2 receptor complex | HEK293 CRF-R2/CRF-BP, calcium dye fluorescence (FLIPR); percent of saturating CRF peptide response | activation, % at 13.2 µM | 0.46% of 350,000 active;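 active = activation of at least 50%, plus an integration ratio under a set limit after plate pattern correction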;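 also: plate controls were neutral control wells without compound for no effect and CRF at EC100 for full effect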
* marks the source's active call; other numbers are inactive results; x = no result given.

nr | Molecule | MEKK3 PB1 HTS | SUMO HTRF inh | MEKK2 mut-MEK5 | CRFBP-R2 block | GalR3 antagonist
1 | Cn1c2ccccc2c(=O)c2cc(C#Cc3ccc(N)cc3)ccc21 | 100 | 17 | -3 | 5 | -4
2 | CCOC(=O)C1CCCN(S(=O)(=O)c2cc(C(=O)OC)n(C)c2)C1 (centres undefined) | 92 | 4 | -4 | 3 | 1
3 | CCOC(=O)c1c(C)[nH]c(C(=O)COC(=O)CCSc2ccccc2)c1C | 105 | 0 | 5 | 9 | 0
4 | COC(=O)NNC(=O)COc1cc(C)c(Br)cc1C(C)C | 88 | 2 | -3 | -8 | -6
5 | Cc1ccccc1CC(=O)N1CCCC(CCC(=O)N2CCN(c3ccccn3)CC2)C1 (centres undefined) | 102 | -10 | 3 | 11 | -5
6 | COc1cc(OC)cc(C(=O)NNC(=O)Cc2ccc(OC)c(S(=O)(=O)N3CCOCC3)c2)c1 | 104 | 4 | 19 | -5 | -5
7 | COc1cc2c(cc1NC(=O)CN1C(=O)NC3(CCc4ccccc43)C1=O)oc1ccccc12 (centres undefined) | 112 | -11 | -4 | -6 | -6
8 | C/C(=N/NC(=O)c1cc(O)c(O)c(O)c1)c1ccc([N+](=O)[O-])cc1 | 98 | -15 | -3 | 4 | -3

nr | NS3 helicase inh | MEKK2 WT-MEK5 | FID counter | CRFBP-R2 agonist
1 | 31 | 94 | -9 | -1.4
2 | -13 | 94 | -18 | -0.3
3 | -2 | 105 | -18 | 0.6
4 | 2 | 90 | -20 | -1.7
5 | 8 | 106 | -42 | 0.3
6 | -6 | 123 | -11 | 0.1
7 | 0 | 10* | 1 | -0.6
8 | 20 | 97 | -1 | 0.0

Remaining list, next part:
nr | Molecule | MEKK3 PB1 HTS | SUMO HTRF inh | MEKK2 mut-MEK5 | CRFBP-R2 block | GalR3 antagonist
9 | CCc1cc(=O)oc2cc(C)c(CN3CCCCC3)c(O)c12 | 100 | 38 | -1 | 0 | -1
10 | CC(C)Cc1ccc(C(C)C(=O)N2CCOCC2)cc1 (centres undefined) | 101 | -2 | 1 | 9 | -5
11 | CC(=O)N1CCc2c(sc(NC(=O)CN3C(=O)CCC3=O)c2C(N)=O)C1 | 98 | -10 | 8 | 25 | 1
12 | NC1=NC(=O)/C(=C\c2cccs2)S1 | 99 | 6 | 3 | 4 | -4
13 | Cc1ccc(C)c(S(=O)(=O)N2CCN(CC(=O)Nc3ccc([N+](=O)[O-])cc3)CC2)c1 | 101 | -6 | -1 | 26 | -2
14 | O=C(Nc1cccc(C(F)(F)F)c1)C1C2CC3OC(=O)C1C3C2 (centres undefined) | 100 | -4 | 9 | 4 | 5
15 | O=C(CCC1CCCN(C(=O)Cn2cnnn2)C1)NCc1ccc(F)c(F)c1 (centres undefined) | 89 | 12 | -13 | 1 | -2
16 | CCOC(=O)c1c(C)[nH]c(C(=O)COC(=O)C(C)Oc2ccc(Cl)cc2Cl)c1C (centres undefined) | 96 | -10 | -1 | -4 | -1

nr | NS3 helicase inh | MEKK2 WT-MEK5 | FID counter | CRFBP-R2 agonist
9 | 36* | 98 | -19 | 6.9
10 | 6 | 99 | -20 | 1.5
11 | 3 | 104 | -3 | 1.6
12 | -4 | 100 | 2 | -0.4
13 | -13 | 102 | -13 | 7.4
14 | -1 | 103 | -5 | 0.9
15 | 3 | 89 | -1 | -0.6
16 | 2 | 95 | 1 | 2.9

Following part.
nr | Molecule | MEKK3 PB1 HTS | SUMO HTRF inh | MEKK2 mut-MEK5 | CRFBP-R2 block | GalR3 antagonist
17 | Cn1c(=O)c2c3c(sc2n2c(SCc4ccccc4)nnc12)CCCC3 | 93 | -18 | -1 | x | x
18 | O=C(NC1CC1)c1cc2cc(Br)ccc2s1 | 107 | 4 | 4 | 5 | -7
19 | COc1ccc(/C(C)=N/NC(=O)OC(C)(C)C)cc1[N+](=O)[O-] | 92 | 16 | -8 | 3 | 2
20 | C=CCNC(=O)c1onc(CSc2cccc3ccccc23)c1C(=O)O | 106 | 2 | 6 | 0 | -6
21 | Cc1oc(-c2ccccc2Cl)nc1CS(=O)CC(=O)NCCc1ccccc1 (centres undefined) | 98 | 8 | 2 | -9 | -3
22 | COc1ccc(Cn2ccc(=O)c(Cc3c(Cl)cccc3Cl)c2C)cc1 | 102 | -3 | 5 | -28 | -2
23 | CN1CCN(CC(=O)Nc2nnc(-c3cccs3)s2)CC1 | 107 | -3 | -1 | 7 | -1
24 | O=C1CCCC(O)=C1N=Nc1c(Cl)cc(C(F)(F)F)cc1Cl | 68 | 8 | -40 | 11 | 3

nr | NS3 helicase inh | MEKK2 WT-MEK5 | FID counter | CRFBP-R2 agonist
17 | 11 | 99 | 4 | x
18 | -1 | 107 | -6 | -0.6
19 | -1 | 99 | -5 | -2.5
20 | 26 | 107 | -28 | -2.8
21 | 12 | 99 | -50 | 0.1
22 | -7 | 104 | -28 | 1.1
23 | 6 | 104 | 0 | -2.0
24 | 15 | 74 | -2 | 1.7

Reformatted: 7 of the compounds above
Second line of a record – MEKK3 PB1 HTS | SUMO HTRF inh | MEKK2 mut-MEK5 | CRFBP-R2 block | GalR3 antagonist | NS3 helicase inh | MEKK2 WT-MEK5 | FID counter | CRFBP-R2 agonist
15: O=C(CCC1CCCN(C(=O)Cn2cnnn2)C1)NCc1ccc(F)c(F)c1 (centres undefined)
    89 | 12 | -13 | 1 | -2 | 3 | 89 | -1 | -0.6
16: CCOC(=O)c1c(C)[nH]c(C(=O)COC(=O)C(C)Oc2ccc(Cl)cc2Cl)c1C (centres undefined)
    96 | -10 | -1 | -4 | -1 | 2 | 95 | 1 | 2.9
17: Cn1c(=O)c2c3c(sc2n2c(SCc4ccccc4)nnc12)CCCC3
    93 | -18 | -1 | x | x | 11 | 99 | 4 | x
18: O=C(NC1CC1)c1cc2cc(Br)ccc2s1
    107 | 4 | 4 | 5 | -7 | -1 | 107 | -6 | -0.6
19: COc1ccc(/C(C)=N/NC(=O)OC(C)(C)C)cc1[N+](=O)[O-]
    92 | 16 | -8 | 3 | 2 | -1 | 99 | -5 | -2.5
20: C=CCNC(=O)c1onc(CSc2cccc3ccccc23)c1C(=O)O
    106 | 2 | 6 | 0 | -6 | 26 | 107 | -28 | -2.8
21: Cc1oc(-c2ccccc2Cl)nc1CS(=O)CC(=O)NCCc1ccccc1 (centres undefined)
    98 | 8 | 2 | -9 | -3 | 12 | 99 | -50 | 0.1

Other compounds:
nr | Molecule | MEKK3 PB1 HTS | SUMO HTRF inh | MEKK2 mut-MEK5 | CRFBP-R2 block | GalR3 antagonist
25 | O=S(=O)(c1ccc(Br)s1)N1CCN(c2ccccn2)CC1 | 100 | 0 | -2 | 15 | -12
26 | Cn1cccc1C(=O)NC(=O)CSc1nc2ccccc2s1 | 99 | 9 | 0 | 18 | -3
27 | O=C(COC(=O)/C=C/c1ccc(S(=O)(=O)N2CCOCC2)cc1)NCc1ccc2c(c1)OCO2 | 98 | 8 | 2 | -3 | -5
28 | O=C(CCNC(=O)C1CCN(S(=O)(=O)c2ccccc2)CC1)NCc1ccccn1 | 100 | -4 | -4 | -8 | -8
29 | COC(=O)Cn1cnc2sc(C)c(S(=O)(=O)N3CCN(c4ccccc4OC)CC3)c2c1=O | 106 | 16 | 4 | 13 | 1
30 | O=C(CCN1C(=O)S/C(=C\c2ccccc2)C1=O)Nc1ccc(S(=O)(=O)Nc2nccs2)cc1 | x | -8 | x | 2 | -2
31 | CC(C)(C)c1ccc(-c2nc(C#N)c(NCCCn3ccnc3)o2)cc1 | 99 | 7 | -2 | -15 | -5
32 | O=C(OCc1nnc(-c2ccccc2)o1)c1ccc2c(c1)C(=O)N(CCc1ccccc1)C2=O | 103 | 16 | 7 | 0 | 1

nr | NS3 helicase inh | MEKK2 WT-MEK5 | FID counter | CRFBP-R2 agonist
25 | -9 | 98 | -7 | -0.1
26 | -2 | 104 | -8 | -1.9
27 | -4 | 98 | -24 | -2.0
28 | 6 | 100 | -17 | 2.2
29 | 0 | 104 | -10 | 1.2
30 | -1 | x | -16 | -2.1
31 | -31 | 99 | 20 | 0.8
32 | 8 | 101 | 3 | 0.5

(cont.)
nr | Molecule | MEKK3 PB1 HTS | SUMO HTRF inh | MEKK2 mut-MEK5 | CRFBP-R2 block | GalR3 antagonist
33 | CC(C)(C)c1cc(C(=O)NC2CC2)n(Cc2ccc(F)cc2)n1 | 131* | 1 | 24 | 5 | -7
34 | COc1cccc(/C=N/NC(=O)CCn2cnc3ccccc32)c1 | 89 | 0 | -6 | 20 | -6
35 | CSc1ccc(S(=O)(=O)Nc2ccc3c(c2)NC(=O)CC3)cc1 | 96 | 13 | -2 | -22 | -3
36 | CC(C)n1c(SCC(=O)c2ccc3c(c2)OCCO3)nc2c1c(=O)n(C)c(=O)n2C | 102 | 20 | 2 | 13 | -7
37 | CCc1nc(SCc2ccccc2C)n[nH]1 | 102 | 8 | 0 | -1 | 3
38 | CC(NC(=O)c1cc2cc(Br)ccc2oc1=N)c1ccccc1 (centres undefined) | 103 | 8 | -4 | -5 | -2
39 | NC(=O)NC(=O)CC1S/C(=N/N=C2/NC(=O)CS2)NC1=O (centres undefined) | 86 | -7 | -3 | 7 | 1
40 | O=C(Nc1nncs1)c1ccc(N2C(=O)C3C4C=CC(C4)C3C2=O)cc1 (centres undefined) | 103 | 11 | -2 | 2 | -3

nr | NS3 helicase inh | MEKK2 WT-MEK5 | FID counter | CRFBP-R2 agonist
33 | 1 | 116 | -23 | 3.5
34 | -5 | 87 | -15 | -1.2
35 | 3 | 96 | 2 | -1.3
36 | x | 95 | x | 0.5
37 | -11 | 105 | -4 | -0.9
38 | 2 | 94 | -17 | 0.6
39 | -3 | 93 | 3 | 2.2
40 | 0 | 101 | -5 | 0.6

Remaining list, next part:
nr | Molecule | MEKK3 PB1 HTS | SUMO HTRF inh | MEKK2 mut-MEK5 | CRFBP-R2 block | GalR3 antagonist
41 | Cc1ccc(-c2nnc(SCC(=O)CC(=O)Nc3ccccc3)n2C)cc1 | 105 | 11 | 3 | 0 | 9
42 | COC(=O)COc1nsnc1N1CCOCC1 | 100 | -3 | -1 | 8 | -4
43 | COC(=O)C1=C(C)C(c2cccs2)NC(=O)N1C (centres undefined) | 97 | 14 | 1 | -8 | -5
44 | CC(C)(C)NC(=O)CON=C1c2ccccc2-c2ccccc21 | 99 | -5 | -1 | -16 | -4
45 | CCOCCCNC(=O)C1CCN(c2cc(C)nc3c(-c4ccc(OC)c(OC)c4)c(C)nn23)CC1 | 95 | -19 | -5 | 9 | -4
46 | CSCCC(C(=O)O)N1C(=O)c2ccc(C(=O)O)cc2C1=O (centres undefined) | 104 | 16 | 6 | -8 | 2
47 | CCc1ccc2[nH]c(=O)c(CN(Cc3ccc4c(c3)OCO4)Cc3nnnn3C3CCCC3)cc2c1 | 102 | -19 | -2 | -18 | -3
48 | Cc1ccc2c(CN3CC(C)CC(C)C3)cc(=O)oc2c1 (centres undefined) | 115 | 7 | 16 | -1 | -10
49 | CCO[C@H]1OC(C(=O)N2CCCCCCC2)=C[C@@H](c2ccccc2)[C@@H]1CCCO | 109 | 7 | 11 | 10 | -4
50 | COc1ccc(N2CCN(c3ccc(Cl)nn3)CC2)cc1 | 103 | 4 | -4 | 2 | -1

nr | NS3 helicase inh | MEKK2 WT-MEK5 | FID counter | CRFBP-R2 agonist
41 | -1 | 103 | -8 | 0.6
42 | -3 | 92 | -2 | 1.8
43 | 4 | 98 | -1 | -1.0
44 | -9 | 98 | -17 | -0.4
45 | 0 | 94 | -11 | 0.9
46 | -4 | 111 | 9 | -4.4
47 | -2 | 91 | -9 | 0.9
48 | -10 | 114 | -16 | 0.8
49 | -6 | 107 | -39 | -0.8
50 | -8 | 100 | -9 | -1.3

An excerpt; rates above refer to the full screens.
